Source: PubChem BioAssay (Broad Institute)
PAX8 reporter: inhibitors of PAX8-driven TPO luciferase reporter, primary screen, RMG-I cells, single concentration; SteadyGlo, 24 h; actives 1.2% (n = 360,000); inhibition, % at 12.6 µM; AID 652154, 2013;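 active = mean replicate inhibition at least 60% with every replicate also reaching 60%; inconclusive = only one of the two criteria is met; inactive = mean below 60% and not all replicates reaching 60%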;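 note: luciferase light reporting Pax8 driven TPO promoter activity; plate controls were median of neutral control wells for no effect and mitoxantrone controls for full effect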
LGR2 inh: inhibitors of bursicon-induced LGR2 CRE-luciferase signal, primary screen, cell-based, HEK293, CRE-luciferase reporter, bursicon stimulation | Drosophila bursicon receptor LGR2 (rickets) | bursicon-stimulated, 4 h | inhibition, % at 9.99 µM | actives 0.35% (n = 380,000) | AID 720647, 2013;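 active = drop in luminescence signal, shown as inhibition above about 50% in the replicate tests, limit read from the data, passing the limit was not always enough; inconclusive = probably only some replicates passing the limit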;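 note: agonist challenge used bursicon conditioned medium at about half maximal strength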
FN deposit inh: inhibitors of fibronectin matrix deposition, primary screen, AH1F cells, Alexa488-fibronectin fluorescence, plate reader; AH1F fibroblasts, overnight; inhibition, % at 12.6 µM; actives 0.086% (n = 350,000);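 active = mean inhibition across replicates of 30% or more, regardless of how many single replicates reach that level; inconclusive = mean under 30% yet at least half of replicates reach 30%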;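 note: positive control wells lacked labelled fibronectin entirely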
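Material: AH1F fibroblast monolayer depositing Alexa488-labelled fibronectin into matrix | Input: 10000 AH1F cells/well | Medium: DMEM plus 2% serum, read in PBS | Reagent: Alexa488-fibronectin, 24 nM final in well | Compound dosing: One dose per compound, pinned | Schedule: 1 h adhesion, overnight exposure | Measured by: Fluorescence at 485 nm excitation, 525 nm emission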
Starred values were filed as active, the others as inactive; ? = inconclusive. Some of the compounds tested. The share of hits here may be higher or lower than overall.

smiles | PAX8 reporter | LGR2 inh | FN deposit inh
COc1ccccc1/C=C(/CC(=O)NCc1ccc2c(c1)OCO2)c1nc2ccccc2s1 | 1.6 | -18.1 | -10.6
COc1ccc(CNC(=O)/C=C/c2ccc(S(=O)(=O)NCc3ccco3)cc2)cc1OC | 28.2 | 21.6 | -7.3
COc1cc(/C=N/NC(=O)CN(CCc2ccccc2)S(=O)(=O)c2ccc(NC(C)=O)cc2)cc(OC)c1OC | 21.4 | -0.1 | 6.3
Cc1ccc(C(=O)N2CCc3ccccc32)o1 | -116.6 | -3.9 | 14.1
CC(Oc1ccc(Cl)cc1Cl)C(=O)NNC(=O)C(=O)N1CCCCC1 (configuration not stated) | 13.4 | -12.5 | -4.0
Cc1c(C(=O)C(=O)N2CC=C(c3ccccc3)CC2)c2ccccc2n1C | 18.4 | -6.2 | -11.0
Cc1ccc(-c2csc3nc[nH]c(=S)c23)cc1 | 5.3 | 17.1 | -10.2
C/C(=N\NC(=O)c1ccccc1F)c1ccc2c(c1)Nc1ccccc1S2 | -64.8 | -8.0 | 5.6
Nc1c(Cl)ncnc1N/N=C/c1ccccn1 | 67.0* | 4.9 | 2.4
Cc1cccc(NS(=O)(=O)c2cnc[nH]2)c1 | -3.7 | -35.0 | -0.4

Continued, starting with the last 3 of the part before.
smiles | PAX8 reporter | LGR2 inh | FN deposit inh
C/C(=N\NC(=O)c1ccccc1F)c1ccc2c(c1)Nc1ccccc1S2 | -64.8 | -8.0 | 5.6
Nc1c(Cl)ncnc1N/N=C/c1ccccn1 | 67.0* | 4.9 | 2.4
Cc1cccc(NS(=O)(=O)c2cnc[nH]2)c1 | -3.7 | -35.0 | -0.4
CN(CC(=O)Nc1cccc2ccccc12)C(=O)/C=C/c1cccs1 | 8.0 | 4.8 | 10.6
Cc1ccc(S(=O)(=O)NN2C(=O)/C(=C/c3ccccn3)SC2=S)cc1 | 3.1 | -3.7 | -11.2
CN(CC(=O)Nc1ccccc1Cl)C(=O)CSc1ncc(C(F)(F)F)cc1Cl | 6.0 | -13.2 | -0.6
Cc1ccc(-n2nnnc2SC(C(=O)c2c[nH]c3ccccc23)c2ccccc2)cc1 (configuration not stated) | 6.2 | -2.5 | 5.8
COc1cc(OC)c(NS(=O)(=O)c2cc(C(=O)OC(C)C(=O)NC3CC3)c(Cl)cc2Cl)cc1Cl (configuration not stated) | -12.7 | -23.5 | 2.6
COCCNC(=S)N/N=C(\C)c1ccc(C)c([N+](=O)[O-])c1 | 6.0 | -2.1 | 11.7
COc1cc(OC)c(NC(=O)CC(C)=O)cc1Cl | -25.6 | 1.2 | -6.9
CCOC(=O)c1c(NC(=O)C2C3C=CC(CC3)C2C(=O)O)sc(C)c1C (configuration not stated) | 12.3 | -4.7 | 5.0
O=C(C[n+]1cc(-c2ccccc2)n2c1CCC2)Nc1nc(-c2ccc(F)cc2)cs1 | -9.0 | -14.1 | -9.4
COc1ccc(CC(=O)OCC(=O)c2ccc(OC)cc2)cc1 | 7.5 | 8.2 | 0.1

Continued; the last 2 above are carried over.
smiles | PAX8 reporter | LGR2 inh | FN deposit inh
O=C(C[n+]1cc(-c2ccccc2)n2c1CCC2)Nc1nc(-c2ccc(F)cc2)cs1 | -9.0 | -14.1 | -9.4
COc1ccc(CC(=O)OCC(=O)c2ccc(OC)cc2)cc1 | 7.5 | 8.2 | 0.1
O=S(=O)(NCC1CCCO1)c1ccc(S(=O)(=O)N(Cc2ccc(F)cc2)Cc2ccccn2)cc1 (configuration not stated) | 13.4 | -6.0 | 2.1
COc1ccc(-c2c3c(cc(C)[n+]2[O-])oc2ccc(OC)cc23)cc1 | 21.1 | -9.2 | 1.0
Cc1cc(C)n(-c2ccc(C(=O)Nc3cc(S(=O)(=O)N(C)C)ccc3Cl)cc2)n1 | 45.3 | -2.8 | 0.6
CN(c1ccccc1)S(=O)(=O)c1ccc(Cl)c(C(=O)Nc2ccc(-c3nc4ccccc4[nH]3)cc2)c1 | 39.9 | -2.3 | 11.5
Cc1cc(C(=O)N2CCN(c3ccc([N+](=O)[O-])cc3)CC2)no1 | 5.6 | 22.4 | 10.8
O=C(CCCCCn1c(=S)[nH]c2ccc(N3CCOCC3)cc2c1=O)NCCc1ccccc1 | -0.5 | -21.7 | 0.9
Cc1ccnc(NS(=O)(=O)c2ccc(NC(=O)c3ccc(S(=O)(=O)N4CC(C)OC(C)C4)cc3)cc2)n1 (configuration not stated) | -20.2 | 20.0 | 10.3
CCC(=O)Nc1cc(C(=O)OCC(=O)c2ccccc2)ccc1C | -116.4 | -26.1 | 1.5
COc1ccc(N=C2C(=O)N3c4c(cccc42)C(C)=CC3(C)C)cc1 | -30.6 | 0.1 | -10.9
O=C(COC(=O)C1(c2ccccc2F)CCCC1)NCc1ccc2c(c1)OCO2 | 5.5 | 0.0 | 9.3
CCN(CC)S(=O)(=O)c1cccc(N=NC2=C(O)CCCC2=O)c1 | 10.0 | 6.1 | -0.8
CC(=O)Nc1ccc(S(=O)(=O)NCC(=O)OCC(=O)c2cc(C)n(-c3ccc4c(c3)OCO4)c2C)cc1 | -12.1 | -6.7 | -3.5
COc1ccc2nc(SCC(=O)Nc3ccc4c(c3)CCC4)[nH]c2c1 | -32.2 | 9.3 | -3.0
O=C(NCc1ccccc1Cl)c1ccc(S(=O)(=O)Nc2cccc(C(F)(F)F)c2)cc1 | -25.2 | 10.2 | -3.8
Cc1cc(C(=O)CSc2nnc(N)s2)c(C)n1Cc1cccs1 | 6.6 | 74.8* | 5.3
S=C(NCc1ccncc1)Nc1cccc(Cl)c1 | 9.0 | 2.3 | 11.5
Cc1ccc(/C=N/NC(=O)CSc2nnc(-c3ccc(Cl)cc3)n2-c2ccccc2)o1 | 18.2 | 8.6 | 0.9
CC1CCN(CC(=O)Nc2ccccc2Sc2ccccc2)CC1 | -27.3 | 8.3 | -5.6
CCOC(=O)c1ccc(NC(=O)CC2S/C(=N/N=C/c3c[nH]c4ccccc34)NC2=O)cc1 (configuration not stated) | -8.6 | 14.6 | -4.6
COc1ccc(CSc2n[nH]c(C)n2)cc1[N+](=O)[O-] | -15.3 | 4.5 | 0.8

Some values from the results shown.
CCC(=O)Nc1cc(C(=O)OCC(=O)c2ccccc2)ccc1C @ FN deposit inh = 1.5
Cc1ccc(S(=O)(=O)NN2C(=O)/C(=C/c3ccccn3)SC2=S)cc1 @ PAX8 reporter = 3.1
COc1cc(/C=N/NC(=O)CN(CCc2ccccc2)S(=O)(=O)c2ccc(NC(C)=O)cc2)cc(OC)c1OC @ PAX8 reporter = 21.4
Cc1c(C(=O)C(=O)N2CC=C(c3ccccc3)CC2)c2ccccc2n1C @ FN deposit inh = -11.0
CCN(CC)S(=O)(=O)c1cccc(N=NC2=C(O)CCCC2=O)c1 @ FN deposit inh = -0.8
CCOC(=O)c1c(NC(=O)C2C3C=CC(CC3)C2C(=O)O)sc(C)c1C (configuration not stated) @ PAX8 reporter = 12.3
O=C(C[n+]1cc(-c2ccccc2)n2c1CCC2)Nc1nc(-c2ccc(F)cc2)cs1 @ PAX8 reporter = -9.0

LGR2 inh, hit marks shown above.
Structure	LGR2 inh
Cc1cc(C(=O)CSc2nnc(N)s2)c(C)n1Cc1cccs1	74.8*

(cont.)
smiles | PAX8 reporter | LGR2 inh | FN deposit inh
COc1ccc(OC)c(C(=O)c2ccc(C(=O)Nc3ccc4ccccc4c3)cc2)c1 | -9.6 | -0.2 | 0.4
Cc1cc(NS(=O)(=O)c2ccc(NC(=O)CSc3nnc(-c4ccco4)n3Cc3ccco3)cc2)nc(C)n1 | 5.2 | 1.0 | 0.9
O=C(Nc1cc(S(=O)(=O)Nc2ccccc2Cl)ccc1O)c1sc2cc(Cl)ccc2c1Cl | 12.0 | 10.1 | 0.4
COc1ccc(N2CCN(Cc3nc4ccccc4n3C)CC2)cc1 | 17.8 | 6.8 | -2.1
CC(C)(C)/C(O)=C/c1nc2ccccc2[nH]c1=O | -12.7 | -4.0 | 5.8
COc1cc(O)c(CCC(=O)c2cc(OC)c(OC)c(OC)c2)c(OC)c1 | 3.6 | -2.5 | 1.1
COc1ccc(-c2sc(NC(C)=O)nc2-c2ccccc2)cc1 | 6.6 | -8.3 | -2.7
CCOC(=O)c1cc(C(=O)n2cc(Cl)cn2)nn1C | -21.4 | 4.3 | 5.2
C/C(=N\N=C\c1ccc(N(C)C)cc1)c1cccc([N+](=O)[O-])c1 | -6.8 | -31.9 | -0.1
Cc1ccc(C2C3=C(CC(C)(C)CC3=O)NC3=C2C(=O)c2ccccc23)cc1 (configuration not stated) | 22.9 | 22.9 | -2.9
COc1ccc(-c2cc(-c3nnc(COC(=O)C4CC4)o3)c3ccccc3n2)cc1OC | -7.1 | ? | 2.2
COc1ccc(-c2cc(C(=O)Nc3ccc(Cl)cc3Cl)c3ccccc3n2)cc1OC | -2.1 | 12.2 | -8.8
Cc1nc(NC(=O)C(C)Oc2cccc(Cl)c2)sc1C(=O)N(C)C (configuration not stated) | -32.0 | 3.3 | 0.9
Cc1cc(C)c(C)c(OCCCOc2cccc3cccnc23)c1 | -4.0 | -13.0 | -12.9
O=C(Nc1nnc(-c2ccco2)o1)c1ccc2ccccc2c1 | 7.0 | 7.9 | -0.1
COc1cccc(OCc2ccc(C(=O)NCC3CCCO3)cc2)c1 (configuration not stated) | 3.6 | 31.3 | 0.2
COc1cc(/C=N/NS(=O)(=O)c2ccc(C)cc2)ccc1OCc1ccc(C(=O)O)cc1 | 99.6* | 42.5 | 13.2
O=C(NNc1ccc(C(F)(F)F)cc1[N+](=O)[O-])c1ccc(NS(=O)(=O)c2ccc(F)cc2)cc1 | 25.7 | 16.0 | -14.6
CC(C)CCNC(=O)CCCC1=NS(=O)(=O)c2ccccc2N1 | 0.8 | -6.6 | -16.8
FC(F)Sc1ccc(-n2cc(-c3ccccc3)[n+]3c2CCC3)cc1 | 13.4 | 10.4 | -6.2
CCn1c(-c2ccccc2Cl)nn(CC(=O)NCCc2ccccc2)c1=S | 11.5 | -5.1 | -3.8
CC(C)C(O)(C#CCN1CCCCC1)C(C)C | 0.0 | 18.0 | -0.4
Cc1cccc2sc(NC(=O)c3cccc(S(=O)(=O)N4CCc5ccccc54)c3)nc12 | -3.1 | 9.0 | -5.8
COc1ccc(Cl)cc1NC(=O)[C@@H]1CCCN1C(=O)c1cccs1 | 29.2 | -8.4 | 6.3
COC(=O)c1c(NC(=O)/C=C/C(=O)O)sc(C)c1-c1ccc(C)c(C)c1 | -22.5 | 4.3 | -8.8
Cc1cc(C)c(C)c(OCCOCCN2CCN(C)CC2)c1 | -28.2 | 15.2 | 2.9
O=C(COC(=O)c1ccccc1NS(=O)(=O)c1ccc(Cl)cc1)NCc1ccccc1 | 7.9 | -6.4 | -2.4
COc1ccc(N(C(=O)COc2cccc(C)c2)S(=O)(=O)c2ccc(C)cc2)cc1 | -13.7 | -9.5 | -1.9
CCOc1ccc2nc(SCc3ccc(F)cc3)sc2c1 | -73.2 | -22.4 | -3.3
Clc1ccc(Cn2c(/C=C/c3ccco3)nc3ccccc32)cc1 | -5.5 | -51.6 | -8.0
Cn1cnc(C(F)(F)F)c1-c1ccc([N+](=O)[O-])cc1 | 19.8 | -7.4 | -6.6
CCc1ccc(NC(=O)CSc2nnc(-c3n[nH]c4ccccc34)n2-c2ccccc2)cc1 | 15.5 | -13.3 | 5.8
CCOc1ccc(/C=N/NC(=O)c2cc(-c3ccco3)nc3ccccc23)cc1 | 11.2 | -6.5 | -3.1
O=C(c1cccs1)C1C(c2ccc(Br)cc2)NC(=S)NC1(O)C(F)(F)F (configuration not stated) | -50.6 | 1.5 | -5.5
COc1cc(/C=C(\NC(C)=O)C(=O)Nc2ccc(NC(C)=O)cc2)ccc1OC(C)=O | 9.3 | 2.5 | -8.6
Cc1cc(C)nc(N(C#N)Cc2cccc([N+](=O)[O-])c2)n1 | 10.0 | 13.1 | 1.0
CCC1=Nc2cc(C(=O)NCc3ccco3)ccc2Sc2ccc(Cl)cc21 | 41.0 | 8.8 | -1.9
COc1ccc(COCC(O)CN2CCC(CN3C(=O)c4cccc5cccc(c45)C3=O)CC2)cc1OC (configuration not stated) | 13.7 | 27.5 | 7.0
CC(C)(C)c1ccccc1NC(=S)NCc1ccccc1 | -25.2 | 0.3 | -16.1
CCOCCn1c(COc2ccc(C)cc2)nc2ccccc21 | -132.1 | -22.9 | 0.2
